NR2F2 inh = inhibitors of human COUP-TFII (NR2F2); P24468; HEK293T NGFI-A luciferase reporter, luminescence; inhibition, % at 8.6 µM; 370,000 tested, 0.7% active;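 active = inhibition above a per-plate cutoff, mean inhibition of test wells between control levels plus 3 SD, cut at about 38% in these data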;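 also: cells cotransfected with COUP-TFII expression vector driving the NGFI-A reporter; 0% = median of COUP-TF2 test wells and 100% = reporter-only cells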
TROY NFkB inh = TROY signaling inhibition; Q293 LMP1-TROYcd NF-kB luciferase reporter, 4 h; inhibition, % at 10 µM; 360,000 tested, 0.98% active;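 active = compounds whose plate-normalised and pattern-corrected inhibition of the luciferase reporter signal at the single screening dose is 50% or more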
KKLEB cytotox = CF airway cell cytotoxicity counter-screen | KKLEB CF airway cells viability, ATPlite luminescence, overnight; stronger effect = lower value; cells stimulated with P. aeruginosa culture filtrate | 360,000 tested, 0.36% active | AID 602141 | activity change (cytotoxicity), % at 5 µM;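 active = corrected activity change at or below -50% at 5 µM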
TWEAK Fn14 block = TWEAK-Fn14 signaling inhibition | 360,000 tested, 2% active | inhibition, % at 10 µM | TWEAK-stimulated Fn14 reporter cells, luciferase luminescence, 8 h | AID 1159606; in the data active = inhibition above about 50%
SRC1 inh = inhibitors of human steroid receptor coactivator 1 (SRC1); HEK293 GAL4-SRC1 luciferase reporter, luminescence; inhibition, % at 3.6 µM; Q15788; 360,000 tested, 0.12% active;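 active = inhibition above the campaign mean plus 3 SD, with each screening campaign given its own cutoff, cut at about 60% in these data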;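 also: 0% = DMSO treated cells and 100% = gossypol at 36 µM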
Target sequence (Q15788 whole entry, looked up, the tested form may be a part): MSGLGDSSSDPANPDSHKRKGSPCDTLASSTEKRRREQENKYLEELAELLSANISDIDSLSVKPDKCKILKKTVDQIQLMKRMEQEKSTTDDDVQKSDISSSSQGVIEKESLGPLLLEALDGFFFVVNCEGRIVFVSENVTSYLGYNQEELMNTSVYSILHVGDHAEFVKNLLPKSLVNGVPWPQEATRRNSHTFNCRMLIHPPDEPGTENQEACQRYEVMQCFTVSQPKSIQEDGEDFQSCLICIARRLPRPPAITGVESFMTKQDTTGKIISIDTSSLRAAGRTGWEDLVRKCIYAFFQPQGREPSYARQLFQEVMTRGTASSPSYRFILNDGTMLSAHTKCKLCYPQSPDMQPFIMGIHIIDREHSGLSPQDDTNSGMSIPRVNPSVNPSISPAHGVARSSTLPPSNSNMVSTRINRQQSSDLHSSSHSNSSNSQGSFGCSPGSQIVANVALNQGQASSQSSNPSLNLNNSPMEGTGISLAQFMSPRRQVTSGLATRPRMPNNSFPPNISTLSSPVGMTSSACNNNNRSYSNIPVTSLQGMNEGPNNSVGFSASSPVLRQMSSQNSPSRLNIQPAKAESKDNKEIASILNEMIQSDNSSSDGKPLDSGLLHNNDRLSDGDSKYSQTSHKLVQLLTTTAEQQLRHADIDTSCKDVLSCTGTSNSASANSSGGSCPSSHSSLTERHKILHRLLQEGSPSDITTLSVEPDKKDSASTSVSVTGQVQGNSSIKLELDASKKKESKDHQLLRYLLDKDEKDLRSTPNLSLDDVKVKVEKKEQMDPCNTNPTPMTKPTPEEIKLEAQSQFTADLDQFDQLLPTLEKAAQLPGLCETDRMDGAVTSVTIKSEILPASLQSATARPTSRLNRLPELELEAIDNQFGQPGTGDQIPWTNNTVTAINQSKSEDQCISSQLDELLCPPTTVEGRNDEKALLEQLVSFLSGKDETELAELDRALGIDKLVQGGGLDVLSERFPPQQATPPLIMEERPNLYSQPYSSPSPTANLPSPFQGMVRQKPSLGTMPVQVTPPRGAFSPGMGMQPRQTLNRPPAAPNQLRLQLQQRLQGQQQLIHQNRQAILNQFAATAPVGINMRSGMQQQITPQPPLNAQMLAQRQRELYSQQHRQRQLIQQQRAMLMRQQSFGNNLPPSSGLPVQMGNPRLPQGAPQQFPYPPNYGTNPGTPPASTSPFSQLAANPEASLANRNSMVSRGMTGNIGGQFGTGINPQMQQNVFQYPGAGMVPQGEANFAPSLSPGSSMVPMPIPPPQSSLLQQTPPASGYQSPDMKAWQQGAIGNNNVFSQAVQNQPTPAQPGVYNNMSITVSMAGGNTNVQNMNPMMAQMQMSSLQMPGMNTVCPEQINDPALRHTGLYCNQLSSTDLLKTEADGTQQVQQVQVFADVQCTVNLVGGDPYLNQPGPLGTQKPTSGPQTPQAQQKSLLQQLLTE
LMP1 NFkB inh = Epstein-Barr LMP1 NF-kappaB reporter inhibition; AID 504558; LMP1-induced NF-kappaB luciferase reporter cells, luminescence; inhibition, % at 12.5 µM; 350,000 tested, 0.69% active; in the data active = inhibition above about 41%;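 also: 0% = neutral control wells and 100% = reference inhibitor control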
CF NFkB block = inhibitors of cystic fibrosis induced NF-kB; KKLEB NF-kB-GFP reporter, PAF-induced, GFP fluorescence overnight; inhibition, % at 5 µM; 360,000 tested, 0.86% active;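 active = at least 50% inhibition at 5 µM, scaled per plate between neutral and stimulator controls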;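 also: PAF is a Pseudomonas aeruginosa culture filtrate used as stimulus; plate controls were PAF-stimulated DMSO wells for no effect and unstimulated DMSO wells for full effect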
SRC3 inh = inhibitors of human steroid receptor coactivator 3 (SRC3); Q9Y6Q9; HEK293 GAL4-SRC3 luciferase reporter, luminescence; inhibition, % at 3.6 µM; 360,000 tested, 0.17% active;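 active = inhibition above a per-campaign cutoff, the mean of all compounds plus 3 SD, cut at about 60% in these data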;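 also: 0% = DMSO-treated cells and 100% = gossypol-treated cells at 36 µM; higher means less SRC3-driven luciferase light from the GAL4 reporter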
SRC2 inh = inhibits human steroid receptor coactivator 2; Q15596; 370,000 tested, 0.17% active; inhibition, % at 9 µM; AID 651957; HEK293 GAL4-SRC2 luciferase reporter, luminescence;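 active = inhibition above the mean inhibition of all tested compounds plus 3 SD, set per campaign, cut at about 52% in these data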;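 also: 0% = DMSO treated cells and 100% = cells given Gossypol at 36 µM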
C8 TRAIL sens = sensitizes caspase-8 expressing cells to TRAIL. 360,000 tested, 1% active. NB7+C8 cells + TRAIL, ATPlite viability luminescence. inhibition (viability loss, TRAIL sensitization), % at 10 µM. AID 624354;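 active = compounds causing at least 50% loss of cell viability in the single-dose screen, relative to plate controls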
NR5A2 inv ag = suppresses constitutive activity of human LRH-1; O00482; HEK293T StAR-luciferase reporter, LRH-1 transfected, 24 h; AID 602396; 360,000 tested, 0.13% active; inhibition, % at 3.6 µM;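 active = inhibition above the mean inhibition of all tested compounds plus 3 SD, cut at about 73% in these data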;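 also: 0% = DMSO wells and 100% = reporter-only cells lacking LRH-1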
The depositor's hits bear a star.

What do the screens show for `CC1CN(Cc2ccccc2)C(C)CC1O` (centres undefined)?
NR2F2 inh: 5; TROY NFkB inh: 9; KKLEB cytotox: -9; TWEAK Fn14 block: 4; SRC1 inh: -3; LMP1 NFkB inh: 3; CF NFkB block: 16; SRC3 inh: 6; SRC2 inh: 4; C8 TRAIL sens: 2; NR5A2 inv ag: -8

What do the screens show for `Cc1cc(C)c(NC(=O)COC(=O)C2CCN(c3ccc(C(F)(F)F)cn3)CC2)c(Cl)c1`?
NR2F2 inh: -20; TROY NFkB inh: -10; KKLEB cytotox: -3; TWEAK Fn14 block: -32; SRC1 inh: -20; LMP1 NFkB inh: 5; CF NFkB block: 11; SRC3 inh: -2; SRC2 inh: 4; C8 TRAIL sens: 3; NR5A2 inv ag: 9

How did Cc1oc(-c2ccccc2)nc1C(=O)OCC(=O)NC(=O)NCC(C)C do in these assays?
NR2F2 inh: 2; TROY NFkB inh: -31; KKLEB cytotox: 6; TWEAK Fn14 block: -10; SRC1 inh: 2; LMP1 NFkB inh: -36; CF NFkB block: -14; SRC3 inh: 6; SRC2 inh: -16; C8 TRAIL sens: -1; NR5A2 inv ag: -2

How did C#CCNC(=O)C1=C[C@H](c2ccc(Br)cc2)C[C@H](OCCCCO)O1 do in these assays?
NR2F2 inh: 1; TROY NFkB inh: -39; KKLEB cytotox: 4; TWEAK Fn14 block: 14; SRC1 inh: -23; LMP1 NFkB inh: 5; CF NFkB block: -13; SRC3 inh: -8; SRC2 inh: -26; C8 TRAIL sens: -4; NR5A2 inv ag: -20

Results for O=S(=O)(c1ccc(Cl)nc1)N1CCCc2ccccc21 ?
NR2F2 inh: -5; TROY NFkB inh: -1; KKLEB cytotox: -5; TWEAK Fn14 block: -2; SRC1 inh: -33; LMP1 NFkB inh: -1; CF NFkB block: 22; SRC3 inh: 22; SRC2 inh: 15; C8 TRAIL sens: -1; NR5A2 inv ag: 13

What do the screens show for `O=C(Nc1nc(-c2ccccn2)cs1)c1ncc(Cl)c(Cl)c1Cl`?
NR2F2 inh: -11; TROY NFkB inh: -46; KKLEB cytotox: -5; TWEAK Fn14 block: -57; SRC1 inh: -66; LMP1 NFkB inh: 7; CF NFkB block: 2; SRC3 inh: -6; SRC2 inh: -18; C8 TRAIL sens: 12; NR5A2 inv ag: -6

What do the screens show for `COc1cc(/C=C/C(O)=C/C(=O)/C=C/c2ccc(O)cc2)ccc1O`?
NR2F2 inh: 2; TROY NFkB inh: -13; KKLEB cytotox: 5; TWEAK Fn14 block: 38; SRC1 inh: -10; LMP1 NFkB inh: -13; CF NFkB block: -12; SRC3 inh: 2; SRC2 inh: 4; C8 TRAIL sens: 10; NR5A2 inv ag: -25

Results for COc1cccc(CNC(=O)COC(=O)CCS(=O)(=O)c2ccc(C)cc2)c1 ?
NR2F2 inh: -8; TROY NFkB inh: -1; KKLEB cytotox: 21; TWEAK Fn14 block: 6; SRC1 inh: 11; LMP1 NFkB inh: -6; CF NFkB block: -27; SRC3 inh: 14; SRC2 inh: 19; C8 TRAIL sens: -15; NR5A2 inv ag: 1

Results for COc1ncnc2c1oc1ccccc12 ?
NR2F2 inh: -50; TROY NFkB inh: -30; KKLEB cytotox: -10; TWEAK Fn14 block: -35; SRC1 inh: -51; LMP1 NFkB inh: 5; CF NFkB block: 21; SRC3 inh: -53; SRC2 inh: -73; C8 TRAIL sens: 1; NR5A2 inv ag: -82

How did COc1ccc(C(=O)Nc2cc3c4c(c2)CC(=O)N4CCC3)cc1 do in these assays?
NR2F2 inh: -9; TROY NFkB inh: -17; KKLEB cytotox: 4; TWEAK Fn14 block: -6; SRC1 inh: -40; LMP1 NFkB inh: 3; CF NFkB block: 5; SRC3 inh: -59; SRC2 inh: -50; C8 TRAIL sens: -1; NR5A2 inv ag: -20

What do the screens show for `O=C(c1ccco1)N1CCN(c2cc(=O)n(-c3ccc(Cl)cc3)c(=O)[nH]2)CC1`?
NR2F2 inh: 5; TROY NFkB inh: 20; KKLEB cytotox: -5; TWEAK Fn14 block: -5; SRC1 inh: -1; LMP1 NFkB inh: -12; CF NFkB block: 2; SRC3 inh: 8; SRC2 inh: -4; C8 TRAIL sens: -3; NR5A2 inv ag: -31

How did O=C(c1ccc(COc2ccccc2Cl)o1)N1CCCC1 do in these assays?
NR2F2 inh: 2; TROY NFkB inh: -3; KKLEB cytotox: 6; TWEAK Fn14 block: -8; SRC1 inh: -19; LMP1 NFkB inh: 47*; CF NFkB block: -2; SRC3 inh: -47; SRC2 inh: -30; C8 TRAIL sens: -5; NR5A2 inv ag: -30

Results for CC(C)c1ccccc1NC(=O)CCCC(=O)O ?
NR2F2 inh: -4; TROY NFkB inh: -8; KKLEB cytotox: 4; TWEAK Fn14 block: 3; SRC1 inh: 3; LMP1 NFkB inh: 8; CF NFkB block: -8; SRC3 inh: 4; SRC2 inh: 2; C8 TRAIL sens: -3; NR5A2 inv ag: 11

How did Cn1c(=O)c(=O)n(C)c2cc(S(=O)(=O)N3CCOCC3)ccc21 do in these assays?
NR2F2 inh: 18; TROY NFkB inh: -3; KKLEB cytotox: 7; TWEAK Fn14 block: -7; SRC1 inh: -23; LMP1 NFkB inh: -7; CF NFkB block: -7; SRC3 inh: 3; SRC2 inh: -18; C8 TRAIL sens: -6; NR5A2 inv ag: 2

What do the screens show for `Nc1nc(COc2ccc(Cl)cc2)cs1`?
NR2F2 inh: -3; TROY NFkB inh: -44; KKLEB cytotox: 8; TWEAK Fn14 block: -33; SRC1 inh: -46; LMP1 NFkB inh: -25; CF NFkB block: -10; SRC3 inh: -43; SRC2 inh: -26; C8 TRAIL sens: -4; NR5A2 inv ag: -79

What do the screens show for `COc1ccc(-c2noc(=O)n2Cc2ccc(F)cc2Cl)cc1`?
NR2F2 inh: 4; TROY NFkB inh: -3; KKLEB cytotox: -17; TWEAK Fn14 block: 10; SRC1 inh: -7; LMP1 NFkB inh: 3; CF NFkB block: 9; SRC3 inh: 7; SRC2 inh: -8; C8 TRAIL sens: 12; NR5A2 inv ag: 34

Results for O=C(CSCc1ccccc1)Nc1cccc(F)c1 ?
NR2F2 inh: -36; TROY NFkB inh: -49; KKLEB cytotox: 5; TWEAK Fn14 block: -8; SRC1 inh: -63; LMP1 NFkB inh: -2; CF NFkB block: 5; SRC3 inh: -48; SRC2 inh: -34; C8 TRAIL sens: -7; NR5A2 inv ag: -102

Results for CC(=O)c1ccc(NC(=O)CN2CCN(S(=O)(=O)c3ccc4ccccc4c3)CC2)cc1 ?
NR2F2 inh: -1; TROY NFkB inh: 16; KKLEB cytotox: -2; TWEAK Fn14 block: -3; SRC1 inh: -8; LMP1 NFkB inh: -3; CF NFkB block: -9; SRC3 inh: 17; SRC2 inh: 9; C8 TRAIL sens: -3; NR5A2 inv ag: 20

Results for COc1ccc(Cl)cc1NC(=O)C(C)OC(=O)Cn1cc(C(F)(F)F)ccc1=O (centres undefined) ?
NR2F2 inh: -15; TROY NFkB inh: 3; KKLEB cytotox: 12; TWEAK Fn14 block: 4; SRC1 inh: -11; LMP1 NFkB inh: 5; CF NFkB block: 7; SRC3 inh: -2; SRC2 inh: -2; C8 TRAIL sens: 6; NR5A2 inv ag: -8

How did N/C(=N\OC(=O)Nc1ccccc1)c1ncc([N+](=O)[O-])s1 do in these assays?
NR2F2 inh: 12; TROY NFkB inh: -18; KKLEB cytotox: -10; TWEAK Fn14 block: 25; SRC1 inh: -19; LMP1 NFkB inh: -32; CF NFkB block: -9; SRC3 inh: -1; SRC2 inh: -60; C8 TRAIL sens: 20; NR5A2 inv ag: 11

How did CCOC(=O)C/C(N)=N/N(C)c1ncc(C(F)(F)F)cc1Cl do in these assays?
NR2F2 inh: 11; TROY NFkB inh: 0; KKLEB cytotox: -7; TWEAK Fn14 block: 0; SRC1 inh: 2; LMP1 NFkB inh: -2; CF NFkB block: 14; SRC3 inh: 0; SRC2 inh: -13; C8 TRAIL sens: 3; NR5A2 inv ag: 0

Results for Cc1cc(C(=O)NCC2CCCO2)sc1C (centres undefined) ?
NR2F2 inh: -10; TROY NFkB inh: 8; KKLEB cytotox: 0; TWEAK Fn14 block: -12; SRC1 inh: -18; LMP1 NFkB inh: 8; CF NFkB block: -4; SRC3 inh: -13; SRC2 inh: 11; C8 TRAIL sens: 3; NR5A2 inv ag: -3

How did CCN(CC)S(=O)(=O)c1cc(C(=O)NC2=NCCS2)ccc1Cl do in these assays?
NR2F2 inh: 0; TROY NFkB inh: -10; KKLEB cytotox: 2; TWEAK Fn14 block: -8; SRC1 inh: -6; LMP1 NFkB inh: -10; CF NFkB block: 14; SRC3 inh: 3; SRC2 inh: -38; C8 TRAIL sens: 16; NR5A2 inv ag: 0

Results for Cc1ccc(CNc2ccc3nnc(-c4ccccc4)n3n2)cc1 ?
NR2F2 inh: -3; TROY NFkB inh: -35; KKLEB cytotox: -11; TWEAK Fn14 block: 13; SRC1 inh: -14; LMP1 NFkB inh: 10; CF NFkB block: -6; SRC3 inh: 7; SRC2 inh: 3; C8 TRAIL sens: -7; NR5A2 inv ag: -7

How did O=C(/C=C/c1ccccc1)NC(NC(=S)Nc1ccc(Cl)cc1Cl)C(Cl)(Cl)Cl (centres undefined) do in these assays?
TROY NFkB inh: 28; KKLEB cytotox: -1; TWEAK Fn14 block: 64*; SRC1 inh: -7; LMP1 NFkB inh: 1; CF NFkB block: 9; SRC3 inh: -8; C8 TRAIL sens: 15; NR5A2 inv ag: 2

What do the screens show for `O=C(O)c1ccc(Nc2ncnc3ccccc23)cc1`?
NR2F2 inh: -9; TROY NFkB inh: -16; KKLEB cytotox: -5; TWEAK Fn14 block: -9; SRC1 inh: -17; CF NFkB block: 7; SRC3 inh: -9; SRC2 inh: -20; C8 TRAIL sens: -12; NR5A2 inv ag: 18

Results for O=C(NCCc1ccccc1)C(=O)Nc1nccs1 ?
NR2F2 inh: 7; TROY NFkB inh: -38; KKLEB cytotox: -2; TWEAK Fn14 block: -26; SRC1 inh: -34; LMP1 NFkB inh: -13; CF NFkB block: 12; SRC3 inh: -15; SRC2 inh: -21; C8 TRAIL sens: 18; NR5A2 inv ag: -17

How did O=C1C2CCCN2C(=O)N1CCN1CCN(c2ccccc2)CC1 (centres undefined) do in these assays?
NR2F2 inh: 6; TROY NFkB inh: 2; KKLEB cytotox: -4; TWEAK Fn14 block: 12; SRC1 inh: 0; LMP1 NFkB inh: -4; CF NFkB block: 10; SRC3 inh: -1; SRC2 inh: -7; C8 TRAIL sens: -3; NR5A2 inv ag: 16

How did Cc1cccc(OCC(=O)NCCNC(=O)c2ccco2)c1 do in these assays?
NR2F2 inh: 7; TROY NFkB inh: -14; KKLEB cytotox: 5; TWEAK Fn14 block: 25; SRC1 inh: -66; LMP1 NFkB inh: -13; CF NFkB block: -15; SRC3 inh: 3; SRC2 inh: 2; C8 TRAIL sens: 7; NR5A2 inv ag: -10

How did CCn1c(CNC(=O)c2ccco2)nnc1SCCOc1ccccc1 do in these assays?
NR2F2 inh: 2; TROY NFkB inh: -30; KKLEB cytotox: 10; TWEAK Fn14 block: 9; SRC1 inh: 2; LMP1 NFkB inh: -1; CF NFkB block: 0; SRC3 inh: -15; SRC2 inh: -9; C8 TRAIL sens: 0; NR5A2 inv ag: -13
